# Bioassay records (PubChem)
# Growth percent in the NCI-60 one-dose screen (48 h, 10 µM unless noted): 100 = growth as untreated, 0 = no growth, -100 = all killed.
# NCI/ADR-RES – NCI/ADR-RES ovarian cells; AID 1794790; 81,000 tested, 4.4% active
# SK-OV-3 – SK-OV-3 ovarian cancer cells; 80,000 tested, 3.2% active; AID 1794785
# NCI-H226 – NCI-H226 lung cancer; 79,000 tested, 3.5% active
# NCI-H522 – NCI-H522 lung cancer; 78,000 tested, 8% active; AID 1794739
# NCI-H460 – NCI-H460 lung cancer | 82,000 tested, 6.8% active | AID 1794736
# IGROV1 – IGROV1 ovarian cancer; 79,000 tested, 4.7% active; AID 1794786
# NCI-H322M – NCI-H322M lung cancer | 80,000 tested, 2.7% active | AID 1794733
# COLO 205 – COLO 205 colon cancer | 79,000 tested, 7.3% active
# NCI-H23 – NCI-H23 lung cancer; 80,000 tested, 4% active; AID 1794731
# * marks the source's active call; other numbers are inactive results; . = no result given; & = joins results of further samples. How the source made its calls: active means growth percent below 10; inactive means the rest. Rows are unselected; 11% or so of the library scored in one or more.
SMILES,NCI/ADR-RES,SK-OV-3,NCI-H226,NCI-H522,NCI-H460,IGROV1,NCI-H322M,COLO 205,NCI-H23
CC(CCCCCCCCC(=O)O)c1ccccc1 (centres undefined),103,102,107,.,111,115,124,102,113
O=C(/C=C/c1cc(-c2cc3ccccc3o2)n(-c2ccccc2)n1)c1ccccc1,100,104,106,96,101,111,103,103,99
Cc1ccc2ccc3ccc(C)nc3c2n1.Cc1ccc2ccc3ccc(C)nc3c2n1.Oc1c(Cl)cc(Cl)c2ccc(CN3CCCCC3)nc12.[Ru],-24*,-73*,-69*,-69*,-15*,-58*,-83*,-74*,.
CC(C)CCSc1nc(-c2ccc(F)cc2)c(C#N)c(N(CCO)CCO)n1,94,107,88,71,99,100,86,99,96
CSc1nc(Oc2ccc(C(C)=O)cc2)c(C#N)c(-c2cccc([N+](=O)[O-])c2)n1,102,98,92,95,100,97,100,120,94
O=c1ccn(-c2ncnc3nc[nH]c23)cc1,98,85,89,80,113,88,98,101,92
NC(N)=NN=C1CCCCC1,101,103,86,97,103,100,100,110,97
CC(=O)Cc1nsc(NC(=O)c2cc(-c3cc(Cl)ccc3Cl)oc2C)n1,108,104,95,90,103,109,104,115,100
O=C1/C(=C/c2ccc(OCCCCCCOc3cccc(Cl)c3)cc2)N=C2SCCCN12,88,106,76,70,101,104,102,118,85
CC(=O)N1N=C(c2ccc(Nc3nc(Nc4ccccc4)nc(Nc4ccccc4)n3)cc2)CC1c1cccc([N+](=O)[O-])c1 (centres undefined),95,103,113,104,107,79,96,88,95
COc1cc2oc(-c3cccc(NC(=O)[C@H](C)NC(=O)[C@@H](NC(=O)OC(C)(C)C)C(C)C)c3)cc(=O)c2c(OC)c1OC,91,98,93,86,102,66,90,91,105
CCC(C)NCC(C)O (centres undefined),107,96,98,87,109,101,94,106,100
CC(=O)C1CCC2C3CC=C4CC(SC(=N)N)CCC4(C)C3CCC12C (centres undefined),38,75,57,61,17,36,.,-100*,62
COC(=O)/C(CCC=C(C)C)=C1\[C@@H](OC(C)=O)C[C@@]2(C)[C@H]1C[C@@H](OCCC#N)[C@H]1[C@@]3(C)CC[C@@H](O)[C@@H](C)[C@@H]3CC[C@@]12C,71,82,67,53,50,86,91,67,67
Nc1c(C(=O)c2ccc(Cl)cc2)sc(Nc2ccccc2)c1-c1nc2ccccc2s1,19,-0.6*,50,7.4*,-0.3*,29,31,51,17
CSc1nc2sc3cccc(Cl)c3n2c(=N)c1C#N,103,.,93,79,102,93,100,56,90
CCCCNC(=S)NNC(=S)NCCCC,103,131,103,103,114,113,105,115,107
CC1(C)CC=C(NNC(=O)c2cccnc2)C(=O)C1,107,101,94,103,109,107,104,.,102
CC1(C)CCC(=O)c2ccccc21,103,102,109,95,117,105,111,109,108
COc1ccc2nc(Cl)c(/C=C3/S/C(=N/O)NC3=O)cc2c1,97,86,100,93,95,96,92,.,92
CO[C@@H]1[C@H](O)c2coc3c2[C@@](C)(c2ccc4c(c2C3=O)CCC4=O)[C@@H]1O,94,87,101,75,107,114,107,99,89
N=Nc1c(O)[nH]c2ccccc12,101,106,101,95,118,107,107,109,99
CC(=O)Oc1ccccc1C(=O)Oc1ccc(/C=C/c2cc(OC(=O)c3ccccc3OC(C)=O)cc(OC(=O)c3ccccc3OC(C)=O)c2)cc1,106,107,102,81,96,101,95,124,95
C=CCOC(=O)OC(C)C(=O)OCC=C (centres undefined),99,115,101,96,108,113,111,114,107
CCN1CCN(Cc2ccc(C(=O)Nc3cccc(-c4cn(-c5ccc(S(N)(=O)=O)cc5)nn4)c3)cc2C(F)(F)F)CC1,109,113,96,104,106,104,107,107,.
Cc1nn(-c2ccccc2)c2ncnc(N/N=C/c3ccccc3O)c12,3.1*,10,15,23,6.2*,3.8*,14,11,14
CCCCCn1sc(=O)n(Cc2ccc(CNC(=O)OCc3ccc4cccc(O)c4n3)cc2)c1=O,-12*,42,22,-49*,6.4*,-86*,42,-45*,25
S=c1nc[nH]c2c1ncn2-c1ccc(Cl)cc1,108,100,110,88,107,104,106,107,100
CN1CCN(CCC(=O)Nc2cccc(-n3cc(-c4ccncc4)c(-c4ccc(Cl)c(O)c4)n3)c2)CC1,30,46,67,17,13,56,.,13,46
Nc1nn2c(-c3cc4ccccc4oc3=O)ccnc2c1N=Nc1ccc(C(=O)O)cc1,104,129,103,109,113,92,108,115,95
O=C(Nc1ccc(S(=O)(=O)O)cc1)c1ccc(N=Nc2cc(S(=O)(=O)O)c3ccccc3c2O)cc1,103,96,112,90,107,101,95,114,96
COc1cc2c(cc1OC)C1(NCC2)C(=O)N(Cc2ccc(Br)cc2)c2ccccc21 (centres undefined),82,83,74,74,84,90,100,99,80
N#Cc1c(-c2cccnc2)nc(N=Nc2c(O)[nH]c3ccccc23)[nH]c1=O,108,105,98,82,104,104,105,112,102
O=C1C(c2ccccc2)c2ccccc2N1Cc1ccccc1 (centres undefined),103,109,.,97,111,97,120,106,98
CCCn1cnc2c(c1=N)C(c1ccc(Cl)cc1)c1sc3c(F)cccc3c1O2 (centres undefined),81,102,85,70,66,59,76,-68*,82
CC(=O)OCC(CCn1cnc2cnc(N)nc21)COC(C)=O,100,116,106,92,112,99,102,117,98
COc1cc(-c2nc(SCC(=O)N3CCN(c4cc5c(cc4F)c(=O)c(C(=O)O)cn5C4CC4)CC3)nc(Cl)c2C#N)cc(OC)c1OC,106,91,110,98,105,98,96,114,99
COc1ccc(C(Cc2ccccc2)NCCNCCO)cc1 (centres undefined),102,81,99,66,107,101,99,85,101
CCCCCc1nc2c(c3c1CCCC3)CCCC2,48,81,89,45,83,62,78,89,73
Cn1ccc2c1[C@H](c1cc3ccccc3n1C)C[C@@H]1C(=O)N(c3ccccc3)C(=O)[C@H]21,93,104,86,92,102,93,95,105,96
CCOC(=O)c1cnc2ccc(OC)cc2c1Nc1cccc(S(=O)(=O)NC)c1,90,113,108,100,114,113,100,134,92
CC1=C(C)C[C@]2(C(=O)O[C@H](C)[C@H]2C)[S@](=O)C1,110,108,112,83,.,116,105,107,103
O=c1[nH]c(CCl)nc2c(-c3nc4ccccc4s3)c(Nc3ccccc3)sc12,94,100,81,89,95,59,94,106,93
C/C(Cc1ccc(Cl)cc1)=C(/c1ccc(Cl)cc1)c1ccc(OCCN2CCOCC2)cc1,99,104,103,100,105,107,96,108,101
COc1cc2oc(-c3cccc(C(=O)N[C@@H](CO)C(=O)O)c3)cc(=O)c2c(OC)c1OC,117,102,100,108,113,114,108,112,117
COc1cccc(/C=C/C(=O)OCC(=O)Nc2cccc(S(=O)(=O)N(C)C)c2)c1,103,103,96,98,114,65,105,90,103
O=C(CN1C(=O)NC2NC(=O)NC21)N/N=C/C=C/c1ccccc1[N+](=O)[O-] (centres undefined),99,123,95,101,101,103,96,102,95
N#C/C(=C\c1c[nH]c2ccccc12)S(=O)(=O)c1ccccc1,90,104,103,113,103,73,99,104,88
CNc1ncnc2[nH]ncc12,102,103,96,.,101,105,106,106,96
O=C(NCCCCCCNC(=O)c1c2c(nc3ccccc13)-c1cccnc1SC2)c1c2c(nc3ccccc13)-c1cccnc1SC2,77,86,83,96,75,44,72,29,63
Cc1ccc(-c2cc(Cc3cccs3)c(=O)n(Cn3cnc4c(N)ncnc43)n2)cc1,102,110,96,84,114,107,116,124,118
Clc1ccc(C2CC(n3nnnc3-c3ccccc3)=NN2)cc1 (centres undefined),109,.,97,106,110,105,101,117,101
N=C(N)c1ccc(C(=N)N)cc1,111,96,112,111,97,122,145,99,105
NC(N)=NS(=O)(=O)c1ccc(N=Nc2c(N)n[nH]c2N)cc1,109,102,100,97,108,110,98,109,100
O=C1C(Cl)=C(Nc2cccc(C(F)(F)F)c2)C(=O)N1c1cccc(C(F)(F)F)c1,97,76,86,78,77,90,90,81,96
COc1cccc2cc(-c3cc4ccccc4[nH]3)/c(=N\Nc3ccc(Cl)cc3)oc12,87,89,92,87,96,73,92,106,92
Nc1nc(=O)[nH]c2ccc(Sc3ccc(Cl)cc3)cc12,.,104,.,87,107,103,100,107,.
CCN(CC)CCNC(=O)n1cc(-c2ccncc2)c(-c2cc(Cl)cc(OC)c2)n1,86,48,39,92,98,86,114,46,80
COc1ccc(S(=O)(=O)NC(=O)NC2C(OC(C)=O)OC(COC(C)=O)C(OC(C)=O)C2OC(C)=O)cc1 (centres undefined),102,113,.,89,104,107,105,113,101
CCCC(=O)N(Cc1ccccc1)Cc1ccccc1,109,118,92,104,102,110,106,111,102

# Compounds above that contain a thiophene ring, fused or not (four):
SMILES,NCI/ADR-RES,SK-OV-3,NCI-H226,NCI-H522,NCI-H460,IGROV1,NCI-H322M,COLO 205,NCI-H23
Nc1c(C(=O)c2ccc(Cl)cc2)sc(Nc2ccccc2)c1-c1nc2ccccc2s1,19,-0.6*,50,7.4*,-0.3*,29,31,51,17
CCCn1cnc2c(c1=N)C(c1ccc(Cl)cc1)c1sc3c(F)cccc3c1O2 (centres undefined),81,102,85,70,66,59,76,-68*,82
O=c1[nH]c(CCl)nc2c(-c3nc4ccccc4s3)c(Nc3ccccc3)sc12,94,100,81,89,95,59,94,106,93
Cc1ccc(-c2cc(Cc3cccs3)c(=O)n(Cn3cnc4c(N)ncnc43)n2)cc1,102,110,96,84,114,107,116,124,118

# The listing continues.
SMILES,NCI/ADR-RES,SK-OV-3,NCI-H226,NCI-H522,NCI-H460,IGROV1,NCI-H322M,COLO 205,NCI-H23
CCCC1OC(c2cc3c(cc2Cl)OCO3)OCC1CC (centres undefined),102,101,101,.,103,96,125,101,99
COc1ccc(NC(=O)c2sc(N)c(C#N)c2C)cc1,111,117,110,79,114,112,115,144,102
NC(=O)c1c(Nc2ccccc2)nn2c(-c3ccc(Br)cc3)c(-c3nc4ccccc4s3)c(N)nc12,103,97,80,89,104,99,99,111,91
COc1ccc(/C(=C\c2ccc3c(c2)OCO3)C(=O)Nc2nc3ccccc3s2)cc1,100,98,98,82,110,103,94,110,106
COc1ccc(-n2nc(C(=O)NCCCCCC(=O)O)nc2-c2ccccc2)cc1,106,103,101,77,115,107,97,113,98
COc1ccc(CN2c3ccccc3Sc3ccccc32)c(C(F)(F)F)c1,23,18,58,-46*,9.9*,43,49,-29*,44
COc1cccc(-c2nc(Nc3ccccc3S(N)(=O)=O)c3ccccc3n2)c1,97,112,102,101,106,108,102,105,85
CC(=O)OC(C1CC1C(=O)C1CO1)[C@H](Cc1ccccc1)NC(=O)OCc1ccccc1 (some centres undefined),99,105,100,100,100,102,101,108,97
COc1cc(N)ccc1O,102,101,102,78,102,103,97,112,104
COc1cc2c(cc1-c1c(C)noc1C)ncc1nc(C3CCC(F)(F)CC3)n([C@@H](C)COC(F)F)c12,41,7.6*,55,31,55,49,41,24,60
Nc1nc2c(c(=O)[nH]1)N(C=O)C(CNc1ccc(C(=O)N[C@@H](CCC(=O)O)C(=O)O)cc1)CN2 (some centres undefined),192&106,106&113,104&120,100&103,117&108,105&105,95&105,117&106,87&106
Cc1ccc2c(c1)=NC(=O)/C(=C\c1sc(Nc3ccc(S(N)(=O)=O)cc3)nc1O)C=2,105,118,108,95,116,105,106,115,102
O=[N+]([O-])c1nccn1CC(O)CO (centres undefined),120,111,100,94,111,195,105,117,117
CC(=O)c1nn(-c2ccc(Cl)cc2)/c(=N\N=C\c2coc3ccc(F)cc3c2=O)s1,101,101,98,116,102,104,99,109,100
CCOc1ccc(NC(=O)N(c2ccnc3ccccc23)C(C)CCCN(CC)CC)cc1 (centres undefined),103,110,107,90,109,102,103,112,100
CC1=C(CCN2CCN(c3ccccc3)CC2)C(=O)N2N=C(c3ccccc3)OC2N1 (centres undefined),103,100,79,90,102,104,90,123,93
Cc1ccc2c(c1)C(=O)N(c1ccc(S(N)(=O)=O)cc1)C2=O,100,94,108,85,110,94,.,103,95
Cc1ccc2nc(COc3ccc(NC(=O)Nc4ccc(Cl)c(Cl)c4)cc3)[nH]c2c1,92,111,105,68,85,92,91,120,89
OC[C@@H](O)[C@H](O)[C@@H](O)[C@H](O)CO,92,.,91,100,109,104,106,108,101
O=C(O)C1OC(C(=O)O)C(C(=O)O)C1C(=O)O (centres undefined),111,105,100,80,114,104,127,104,100
CCOC(=O)c1c(NC(=O)c2ccccc2)sc2c(CN(C)C)c(O)c(Br)cc12,93,88,96,76,94,96,106,84,94
Nc1nn(-c2ccccc2)c2nc(=S)[nH]c(-c3ccc(Cl)cc3)c12,100,99,95,97,106,91,94,106,99
CC1(c2ccccc2)NC(=O)N(CC(=O)Nc2ccc(C(=O)/C=C/c3ccc(Cl)cc3)cc2)C1=O (centres undefined),49,66,-0.2*,41,21,-20*,51,-24*,19

# As entered above.
# COc1cc(N)ccc1O | NCI-H23: 104
# CC(=O)c1nn(-c2ccc(Cl)cc2)/c(=N\N=C\c2coc3ccc(F)cc3c2=O)s1 | IGROV1: 104

# Retrieved by compound from above (four):
SMILES,NCI/ADR-RES,SK-OV-3,NCI-H226,NCI-H522,NCI-H460,IGROV1,NCI-H322M,COLO 205,NCI-H23
CN1CCN(CCC(=O)Nc2cccc(-n3cc(-c4ccncc4)c(-c4ccc(Cl)c(O)c4)n3)c2)CC1,30,46,67,17,13,56,.,13,46
CCOc1ccc(NC(=O)N(c2ccnc3ccccc23)C(C)CCCN(CC)CC)cc1 (centres undefined),103,110,107,90,109,102,103,112,100
O=C1/C(=C/c2ccc(OCCCCCCOc3cccc(Cl)c3)cc2)N=C2SCCCN12,88,106,76,70,101,104,102,118,85
CCC(C)NCC(C)O (centres undefined),107,96,98,87,109,101,94,106,100
